# High-throughput results deposited in PubChem by National Center for Advancing Translational Sciences (NCATS).
# PTHR1 agonist – PTHR1 (human) receptor agonism. Potency, µM (highest dose often 115 µM), for the others: top-dose activation, usual class: activators. 0.075% of 410,000 active. HEK293 GP2 PTHR1 cells, GloSensor cAMP luminescence, 1 h. AID 743266; note: potency is the fitted concentration of half-maximal effect; nearly all actives have a fitted effect of over 55% in size; some results filed as inactive show a strong effect at the top dose; inactives centre near -15; many of its hits are not listed in these tables
# Target sequence (Q03431 whole entry, looked up): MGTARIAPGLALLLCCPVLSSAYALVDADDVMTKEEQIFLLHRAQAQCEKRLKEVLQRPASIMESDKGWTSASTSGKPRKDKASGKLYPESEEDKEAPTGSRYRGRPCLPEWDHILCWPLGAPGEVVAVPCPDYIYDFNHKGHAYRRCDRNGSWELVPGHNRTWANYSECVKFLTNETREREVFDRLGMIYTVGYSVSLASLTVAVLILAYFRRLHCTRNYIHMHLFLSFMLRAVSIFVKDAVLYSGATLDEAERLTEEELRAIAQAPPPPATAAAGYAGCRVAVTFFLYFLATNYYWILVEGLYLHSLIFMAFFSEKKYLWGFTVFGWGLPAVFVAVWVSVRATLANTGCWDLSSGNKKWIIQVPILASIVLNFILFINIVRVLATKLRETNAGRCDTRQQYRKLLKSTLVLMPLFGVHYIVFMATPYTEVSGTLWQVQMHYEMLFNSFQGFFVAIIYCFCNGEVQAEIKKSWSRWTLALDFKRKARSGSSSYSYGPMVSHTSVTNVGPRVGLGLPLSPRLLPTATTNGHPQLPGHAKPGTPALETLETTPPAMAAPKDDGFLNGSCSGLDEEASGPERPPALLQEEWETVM
#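 HEK-293-derived GP2 cells expressing PTHR1 and a GloSensor cAMP reporter, 3,000/well, plated overnight, given luciferin plus IBMX (each 0.5 mM as added) for 1 h at 37 °C, then compound for 1 h at 37 °C. Luminescence was read after 15 min at room temperature.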
# EPAC2 agonist – agonists of human EPAC2 (RAPGEF4) | EPAC2 activation, biochemical qHTS; response scale: 100% = 6.5 mM cAMP response | Potency, µM (series often up to 154 µM), for the others: top-dose activation, most hits filed as activators | 0.079% of 360,000 active | AID 720711; note: potency is the fitted concentration of half-maximal effect; nearly all actives have a fitted effect of over 50% in size
#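 Guanine nucleotide exchange by EPAC2 is measured as reduced fluorescence of BODIPY-GDP once it is released from 250 nM Rap1B. Plates are read kinetically for 30 min at room temperature; results are scaled to 6.5 mM cAMP.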
# DRD3 antagonist – D3 dopamine receptor (human) antagonism. P35462. D3R cells, DiscoveRx beta-arrestin luminescence, antagonist mode; active compounds read low. max response, negative = inhibition, %. 2.5% of 360,000 active; in the data active = max response below about -50%; inconclusive = no clear call, values can overlap the other calls; note: % is set by controls: 0 for no effect and ±100 for the full control effect; mostly tested at two doses, the higher about 12 µM
# Target sequence (P35462 whole entry, looked up): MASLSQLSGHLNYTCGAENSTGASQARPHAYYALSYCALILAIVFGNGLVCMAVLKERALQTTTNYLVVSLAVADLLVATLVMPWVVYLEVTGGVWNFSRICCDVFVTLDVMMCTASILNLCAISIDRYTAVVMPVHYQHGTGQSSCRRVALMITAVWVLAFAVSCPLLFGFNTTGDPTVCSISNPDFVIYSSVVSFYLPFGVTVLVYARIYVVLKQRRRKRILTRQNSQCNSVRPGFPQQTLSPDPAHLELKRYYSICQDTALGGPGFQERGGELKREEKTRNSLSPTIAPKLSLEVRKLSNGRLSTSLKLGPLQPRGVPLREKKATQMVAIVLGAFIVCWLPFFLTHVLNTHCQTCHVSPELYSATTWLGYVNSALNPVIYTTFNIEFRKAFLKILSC
#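 Cells expressing the human receptor were seeded at 1500 cells/well, incubated overnight at 37 degrees C in 5% CO2, then exposed to library compounds with dopamine controls for 90 minutes at 37 degrees C before luminescent detection.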
# pAkt inh – Akt phosphorylation inhibition | 0.32% of 360,000 active | activity change, % for hits at 50 µM | AID 651550 | Neuro2A IGF-stimulated pAkt S473 HTRF, 20 min; active compounds read low; in the data active = activity change below about -80%; inconclusive = mostly about -51% to -80%; note: % is set by controls: 0 for no effect and ±100 for the full control effect
#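 Neuro2A cells (4,500/well, DMEM with 0.5% FBS) were treated with compound at a single 50 µM final concentration, stimulated with 6 nM IGF for 20 min at 37 °C, and lysed. Phospho-Akt Ser473 was read by HTRF as 665/615 ratio ×10^4.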
# MmCpn inh – blocks the Methanococcus maripaludis chaperonin Mm-Cpn | 0.031% of 330,000 active | AID 504842 | purified Mm-Cpn ATPase, ADP Transcreener TR-FRET | Potency, µM (doses to about 76.9 µM), inactives show at the top dose activity, negative = inhibition, usual class: inhibitors; note: potency is the fitted concentration of half-maximal effect; % is set by controls: 0 for no effect and ±100 for the full control effect; nearly all actives have a fitted effect of over 80% in size
#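 ATPase read-out: TR-FRET ADP immunoassay (anti-ADP Eu cryptate vs ADP-d2), ex 320 nm, em 590/665 nm; signal drops as ADP forms. Enzyme 25 nM, ATP 10 uM, 30 min at 37°C after 10 min compound preincubation.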
# CCT chaperon mod – changes cytosolic chaperonin activity; purified chaperonin ATPase assay, HTRF ADP detection, 30 min; activity change, % (test concentration not listed), hits read low; 0.3% of 360,000 active; AID 651819; in the data active = activity change below about -30%; note: % is set by controls: 0 for no effect and ±100 for the full control effect
#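 First, chaperonin was dispensed at 40 nM or 20 nM final depending on batch activity. Next, compounds were pinned at 76 uM and ATP added at 10 uM. After 30 min at 37 °C, ADP detection reagents ran 30 min at ambient temperature.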
# DRD3 agonist – agonists of human D3 dopamine receptor; P35462; D3R DiscoveRx beta-arrestin cells, luminescence, 90 min; max activation, %; 0.58% of 410,000 active; in the data active = max activation above about 30%; note: 0% is about no effect; mostly tested at two doses, the higher about 12 µM
#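 Cells at 1500/well, incubated overnight, then treated with pinned compounds (dopamine as control) for 90 min at 37 degrees C. DiscoveRx reagent added for 30 - 60 minutes at room temperature; luminescence read.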
# EPAC2 antagonist – antagonists of human EPAC2 | 0.18% of 360,000 active | EPAC2 GEF exchange of Rap1B-BODIPY-GDP, fluorescence | Q8WZA2 | Potency, µM (highest dose often 114 µM), inactives show at the top dose activity, negative = inhibition, most hits filed as inhibitors; note: potency is the fitted concentration of half-maximal effect; % is set by controls: 0 for no effect and ±100 for the full control effect; nearly all actives have a fitted effect of over 45% in size; many of its hits are not listed in these tables
# An asterisk follows results filed as active; i = inactive; ? = inconclusive; · = no result given; [ ] = remark or other dose. Unless noted, calls come from the whole dose curve; as a rule, active = well fitted curve in the direction sought with a large enough effect; inconclusive = small, poorly fitted or top-dose-only effect, or another doubt; inactive = no such curve, though single readings can be large; an effect the other way counts as inactive or inconclusive. An excerpt (hit frequency here may not be typical).
SMILES,PTHR1 agonist,EPAC2 agonist,DRD3 antagonist,pAkt inh,MmCpn inh,CCT chaperon mod,DRD3 agonist,EPAC2 antagonist
Cc1sc2nc(C3CC3)nc(SCC(=O)N3CCc4ccccc4C3)c2c1C,-36%[inhibitor],2%,50,i,?,0.8,46*,-1%
Cc1cc(C)c(NC(=O)CSc2nc(=O)n(CCN3CCOCC3)c3c2CCCC3)c(C)c1,-8%,4%,19,i,-3%,2.3,5,11%
CCC(C)c1ccc(OCC(=O)Nc2ccc(Cl)cn2)cc1 (stereo not drawn),-5%,9%,-15,·,-1%,2.3,2,19%
COCCN=c1scc(-c2cccs2)n1/N=C/c1ccc(O)c(O)c1O,-15%,13%,-8,i,0%,-1.6,90*,0%
CN(CCc1ccccc1)C(=O)c1ccc(NC(=O)Cc2ccc(NC(=O)C3CCCN(S(=O)(=O)c4cccc([N+](=O)[O-])c4)C3)cc2)cc1 (stereo not drawn),-21%,3%,-12,i,·,-0.5,-8,6%
CC(=O)OC1CCC2C3CCC4OC(=O)CCC4C3CCC12C (stereo not drawn),-18%,9%,-10,i,·,2.1,3,5%
CCC1(O)c2ccccc2-c2ncccc21 (stereo not drawn),i,3%,9,i,-1%,-1.1,-2,3%
C[C@@H]1CCCCO[C@H](CN(C)S(=O)(=O)c2ccccc2)[C@@H](C)CN([C@H](C)CO)C(=O)c2cc(NC(=O)Cc3ccccc3)ccc2O1,i,-2%,-28,i,·,-0.9,2,0%
CCN1CCN(Cc2nc3c(c(=O)[nH]c(=O)n3C)n2Cc2ccccc2Cl)CC1,i,7%,-12,i,3%,-1.4,-5,0%
CCOC(=O)C1=C(C)C2C3C(=O)N(c4cc(C)ccc4C)C(=O)C3C1(C)C1C(=O)N(c3cc(C)ccc3C)C(=O)C21 (stereo not drawn),-16%,-11%,-19,i,-3%,-1.6,-7,-8%
Cc1cccc(C(=O)NC(=S)Nc2ccc(S(=O)(=O)N(C)c3ccccc3)cc2)c1,-8%,2%,-66*,i,0%,-3.0,-4,-6%
O=C1CCC(=O)N1OCCCCOc1ccccc1,i,-31%[inhibitor],?,i,2%,-2.8,-6,-6%
COc1ccccc1OCC(=O)NNc1c2ccccc2nc2ccccc12,-46%[inhibitor],7%,-7,i,-6%,-1.4,4,-2%
C[C@@H]1CN([C@H](C)CO)S(=O)(=O)c2ccc(Br)cc2O[C@@H]1CN(C)Cc1ccc(-c2ccccc2)cc1,-27%,8%,-16,i,·,0.7,-11,0%
CCC(=O)Nc1ccc(NC(=S)NC(=O)Cc2ccccc2)cc1,-1%,7%,-19,i,0%,-0.8,-4,6%
Cc1ccc(-c2n[nH]c(=S)c3ccccc23)cc1,-27%,0%,21,i,-13%,-7.8,3,2%
CC(C)Oc1cccc(C(=O)C2CCCN(C(=O)CCn3cnnn3)C2)c1 (stereo not drawn),-5%,-7%,13,i,1%,0.1,-10,9%
COc1ccc(N2CCN(c3ccc(NC(=O)c4ccc5c(c4)OCO5)cc3C#N)CC2)cc1,-78%[inhibitor][57.5 µM],20%,-23,?,-2%,-0.5,-3,18%
CSCCC(C(=O)NCc1ccccc1)n1c(Cc2cc(F)cc(F)c2)nc2ccccc21 (stereo not drawn),-12%,1%,1,i,·,·,9,-11%
O=C(CSc1nnc(-c2cccnc2)n1-c1ccccc1)Nc1ccccc1,-9%,3%,-23,i,-1%,-0.1,-14,17%
Cc1nccc2[nH]c(=O)c(C(=O)NC3CCCCC3C)cc12 (stereo not drawn),-11%[57.5 µM],6%,0,i,1%,-4.3,4,-6%
Cc1onc(-c2ccccc2)c1C(=O)OCC(=O)Nc1ccc(Cl)cc1,-40%[inhibitor],23%,7,i,1%,-1.2,5,-12%
Cc1cc(Br)ccc1SCC(=O)NNC(=O)c1ccco1,i,3%,-10,i,0%,-0.7,-4,-8%
Cn1c(COc2ccccc2)nnc1SCc1cc(=O)[nH]c2ccccc12,i,3%,14,i,-2%,0.7,-1,-5%
CC(Sc1nccn1C)C(=O)Nc1ccccc1 (stereo not drawn),i,9%,-11,i,-2%,1.3,3,5%
O=C(CSc1nnc(NC(=O)c2ccco2)s1)NC1CCCCC1,-17%[57.5 µM],3%,19,i,2%,-2.1,3,7%
O=C(CSc1nccc(=O)[nH]1)c1c[nH]c2ccccc12,-24%,6%,4,i,-1%,-1.8,4,5%
COc1cccc(N/C(SCc2ccccc2Cl)=C(/C#N)C(=O)NCc2cccs2)c1,-16%,6%,-22,i,2%,1.5,-9,2%
CCN(CC)S(=O)(=O)c1ccc(NS(=O)(=O)c2ccc3oc(=O)[nH]c3c2)cc1,i,-8%,2,i,-1%,0.6,0,-10%
O=C(COc1ccccc1)Nc1nonc1NC(=O)COc1ccccc1,i,1%,?,i,-3%,-1.1,5,10%[57.1 µM]
Cc1cccc(S(=O)(=O)NCC2CCCO2)c1 (stereo not drawn),i,5%,12,i,0%,-0.6,0,10%
COc1cc(CC(=O)N(c2ccccc2)c2nc(C)cs2)cc(OC)c1OC,i,9%,-11,i,1%,-1.0,-8,15%
Cn1c2ccccc2c2cc(/C=N/NC(=O)c3ccc(O)cc3O)ccc21,i,9%,-7,i,-3%,1.4,-4,-3%
COc1ccc(OC)c2sc(N3CCN(C(=O)c4ccc([N+](=O)[O-])s4)CC3)nc12,-45%,3%,-22,i,1%,-2.2,-7,20%
COc1ccc(C(=O)OCCc2sc[n+](CC(=O)c3ccccc3)c2C)cc1,-7%,4%,-3,i,1%,-0.6,-5,-2%
CCc1nnc(NC(=O)C(=O)NCCOC(=O)c2ccccc2Cl)s1,-2%[57.5 µM],3%,-4,i,-3%,-1.7,1,0%

# Copied from the results shown (5 entries):
SMILES,PTHR1 agonist,EPAC2 agonist,DRD3 antagonist,pAkt inh,MmCpn inh,CCT chaperon mod,DRD3 agonist,EPAC2 antagonist
Cc1cccc(S(=O)(=O)NCC2CCCO2)c1 (stereo not drawn),i,5%,12,i,0%,-0.6,0,10%
COc1cc(CC(=O)N(c2ccccc2)c2nc(C)cs2)cc(OC)c1OC,i,9%,-11,i,1%,-1.0,-8,15%
Cn1c2ccccc2c2cc(/C=N/NC(=O)c3ccc(O)cc3O)ccc21,i,9%,-7,i,-3%,1.4,-4,-3%
COc1ccc(OC)c2sc(N3CCN(C(=O)c4ccc([N+](=O)[O-])s4)CC3)nc12,-45%,3%,-22,i,1%,-2.2,-7,20%
COc1ccc(C(=O)OCCc2sc[n+](CC(=O)c3ccccc3)c2C)cc1,-7%,4%,-3,i,1%,-0.6,-5,-2%

# Carrying on:
SMILES,PTHR1 agonist,EPAC2 agonist,DRD3 antagonist,pAkt inh,MmCpn inh,CCT chaperon mod,DRD3 agonist,EPAC2 antagonist
O=C(CC(=O)c1cc(Cl)ccc1O)c1ccccc1,-42%[inhibitor][57.5 µM],?,13,i,-14%,-1.4,4,-12%
CCOc1cccc(NC(=O)C2CC(=O)N(C)C(=Nc3cccc(F)c3)S2)c1 (stereo not drawn),i,18%,-11,i,0%,-3.2,0,-15%
CCCCc1c(C)nc2nc(SCc3ccc(Cl)cc3)[nH]n2c1=O,-15%,-11%,-3,i,3%,-3.2,0,-21%
Cc1c(N=C/C=C/c2ccccc2)cnn1C,13%[57.5 µM],1%,22,i,-1%,-5.3,3,6%
N/C(=N\O)c1ccc(NC(=O)c2ccc(Br)o2)cc1,i,-1%,-7,i,0%,0.4,1,4%
CN1OC[C@@H]2CN[C@H](c3ccc(-c4ccc(C#N)cc4)cc3)C[C@@H]21,-13%,4%,?,i,·,-1.3,-7,6%
O=Cc1ccc(C(=O)OCC(=O)NC(=O)Nc2ccccc2F)cc1,i,-1%,3,i,-2%,0.6,-1,1%
Cc1ccc(C2=CSC3=NNC4(CCCCC4)NN23)cc1,-20%,10%,-5,i,-3%,-0.8,-6,-16%
COc1ccccc1CNC(=O)C1CCC(=O)N(CCCN2CCCC2=O)C1 (stereo not drawn),i,2%,6,i,-2%,-0.9,3,4%
CC(C)OC(=O)Cn1nnc(-c2ccccc2)n1,i,-2%,2,i,3%,-0.3,0,18%
Cc1ccc(-c2cc(C(=O)N3CCN(C(=O)c4ccco4)CC3)[nH]n2)c(C)c1,i,-3%,-4,i,0%,-0.3,15,-2%
CC(C)C(NS(=O)(=O)c1cccc2nsnc12)C(=O)Nc1nccs1 (stereo not drawn),-2%,11%,7,i,0%,0.0,7,5%
COc1ccc(CNC(=O)CN2C(=O)NC(C)(c3ccc(C(C)(C)C)cc3)C2=O)cc1 (stereo not drawn),-19%,9%,?,i,0%,-1.0,-17,-15%
CC1CCCN(S(=O)(=O)c2ccc(Br)s2)C1 (stereo not drawn),i,0%,-8,i,1%,0.3,1,1%
CSc1nc2nc3c(c(=O)n2[nH]1)CN(Cc1ccccc1)CC3,-6%[57.5 µM],10%,22,i,3%,-0.7,1,-8%
Cc1ccc(C)c(N2CCN(C(=O)CCCn3c(=S)[nH]c4cc5c(cc4c3=O)OCO5)CC2)c1,-47%[inhibitor],13%,-12,·,-6%,0.2,-2,-24%
O=C(OC(C(=O)NCC1CCCO1)c1ccccc1F)c1ccco1 (stereo not drawn),i,4%,-12,i,-1%,-1.0,0,4%
COCCOC1CCN(C(=O)C2CCC(=O)N(CCc3ccc(OC)cc3)C2)CC1 (stereo not drawn),i,5%,-13,i,2%,1.3,-9,3%
OCCNc1nc(-c2ccccc2)nc2ccccc12,i,1%,1,i,-5%,1.0,-2,5%
CCCC(=O)Nc1cc(C)c(NC(=O)c2ccncc2)cn1,i,0%,-7,i,-1%,-0.6,3,-2%
CCc1ccc2[nH]c(=O)c(CN(Cc3ccc(F)cc3)C(c3nnnn3CCN3CCOCC3)C(C)C)cc2c1 (stereo not drawn),i,9%,-22,i,-1%,-1.2,17,-4%
CCN1CCCC1CNC(=O)c1ccc(N2CCOCC2)c(NS(=O)(=O)c2ccc(OC)cc2)c1 (stereo not drawn),i,7%,?,i,1%,0.3,-9,4%
Cc1c(C(=O)OCC(O)=C(C#N)c2nc3ccccc3[nH]2)oc2ccc(Br)cc12,2%,3%,8,i,·,-1.4,-2,-1%
COc1ccccc1CC(=O)NNC(=O)c1ccco1,-7%,2%,4,i,-1%,0.1,-7,2%
Cc1ccc(-c2nc(-c3ccncc3)no2)cc1C,-30%,2%,31,i,?,0.1,6,10%
